# Compound activity as filed in PubChem BioAssay.
# CSN inh – inhibitors of human CSN-mediated cullin deneddylation. 360,000 tested, 0.38% active. AID 651999. inhibition, % at 12.5 µM. Purified CSN, SCF-Nedd8-OG deneddylation, fluorescence polarization. Q92905;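 active = pattern-corrected inhibition above about 35%, with an unprinted fluorescence ratio check between 0.5 and 1.5, limit read from the data, passing the limit was not always enough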;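 also: 0% = enzyme with substrate and 100% = substrate without enzyme; some results filed as inactive read as strong as hits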
#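 Assay system: Purified human Csn5 enzyme expressed in HEK293T cells | Amount: Enzyme 0.24 nM | Measured by: Fluorescence polarization readout | Medium: Tris/NaCl/DTT buffer, pH 7.5 | Compound dosing: One concentration, 12.5 µM, 0.25% DMSO | Times: 90 min incubation of compound, enzyme and substrate at room temperature | Control set: no-enzyme wells high, enzyme-with-substrate wells low | Read-out: % inhibition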
# FAS-TE inh – FAS thioesterase (human) inhibition; P49327; recombinant FAS-TE, OMFH fluorogenic substrate, fluorescence endpoint; inhibition, % at 15 µM; 360,000 tested, 0.67% active;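 active = compounds whose normalised, plate-corrected inhibition of enzyme fluorescence in the single-dose primary screen is 50% or more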;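 also: 0% = DMSO with enzyme and 100% = substrate without enzyme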
# Rin1-Abl PPI inh – human Rin1-Abl interaction inhibition; P00519+Q13671; TR-FRET Rin1/Abl binding, biochemical; inhibition, % at 7.35 µM; 360,000 tested, 0.4% active; AID 588664; in the data active = inhibition above about 5%, passing the limit was not always enough
# E coli Lon inh – inhibitors of E. coli Lon protease; P0A9M0; purified E. coli Lon protease, fluorescence polarization; inhibition, % at 7.94 µM; 360,000 tested, 0.42% active; in the data active = inhibition above about 13%, passing the limit was not always enough;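 also: 0% = enzyme with probe and DMSO and 100% = no enzyme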
# MT1-MMP act inh – inhibitors of human MT1-MMP activation; P50281; AID 651647; HT1080 RFP-PRO-GFP cells, GFP/RFP ratio fluorescence, overnight; percent of plate control window, DMSO zero; 360,000 tested, 0.061% active; GFP/RFP ratio change, % at 20 µM;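 active = GFP/RFP ratio change of at least 30% with cell ATP level not reduced by more than half and red fluorescence within 50% of control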; also: strong numbers were not always called active
#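 Compound: 20 µM single dose, 1% DMSO / System: HT1080 RFP-PRO-GFP cells / Controls: DMSO and RFP-L50D-GFP cell wells / Read-out basis: GFP/RFP fluorescence ratio / Schedule: overnight compound exposure at 37 °C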
# PABP1 MLLE inh – blocks PAM2 peptide binding to the PABP1 MLLE domain; P11940; GST-MLLE / FITC-PAM2 fluorescence polarization; inhibition, % at 20 µM; 360,000 tested, 0.36% active; in the data active = inhibition above about 35%, passing the limit was not always enough;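 also: plate controls were DMSO wells with GST-MLLE for no effect and wells lacking GST-MLLE protein for full effect; some results filed as inactive read as strong as hits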
# MsrA inhibitor – bovine MsrA inhibition; inhibition, % at 15.5 µM; purified bovine MsrA, absorbance read-out; 360,000 tested, 0.75% active; in the data active = inhibition above about 4.5%;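 also: 0% = vehicle wells with enzyme and 100% = reference inhibitor wells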
# MsrA act – activates bovine MsrA enzyme; activation, % at 10.6 µM; 360,000 tested, 0.3% active; purified bovine MsrA, absorbance read-out; in the data active = activation above about 7.5%;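 also: 0% = vehicle and 100% = reference activator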
# Rpn11 inh – blocks the human proteasome subunit Rpn11; human 26S proteasome, Ub4-pepOG fluorescence polarization; 20S core pre-blocked with epoxomicin; calls only at 20 µM; 360,000 tested, 0.59% active;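 active = inhibition at 20 µM, scaled to each plate's controls, above about 33%, limit read from the data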
# Active calls of the source: *; i = inactive.
SMILES,CSN inh,FAS-TE inh,Rin1-Abl PPI inh,E coli Lon inh,MT1-MMP act inh,PABP1 MLLE inh,MsrA inhibitor,MsrA act,Rpn11 inh
CCCCn1nc(C(=O)N2CCc3ccccc32)c2ccccc2c1=O,1.8,16.8,-4.9,10.8,-1.5,9.8,0.1,-5.0,i
CCOC(=O)c1cccc(NC(=O)/C(=C\c2ccccc2)NC(=O)c2ccccc2Cl)c1,-0.8,-1.3,-2.1,-5.8,-1.6,-7.8,0.1,-5.6,i
O=C(Nc1ccnn1C1CCN(C(=O)c2cccnc2)CC1)c1cccc(F)c1,1.0,-11.3,-0.6,-5.2,2.1,-13.4,-0.3,-3.0,i
Cc1ccnc(NC(=O)c2ccc3c(c2)C(=O)N(CC2CCCO2)C3=O)c1 (configuration not stated),-5.7,-3.7,-1.8,2.2,-1.6,-10.3,-0.3,-1.4,i
Cc1cc(=O)n2nc(N3CCCC3C(=O)Nc3ccccc3C)sc2n1 (configuration not stated),4.3,-6.1,-5.2,0.9,-2.0,-5.2,-0.7,-2.9,i
O=C(CSC1=NS(=O)(=O)c2cc(Cl)ccc2N1)c1ccc(Cl)cc1,6.2,0.4,3.9,-12.8,1.6,-34.1,-0.6,-0.9,i
Cc1nn(CC(=O)Nc2ccncc2)c(C)c1[N+](=O)[O-],1.4,-9.1,-1.1,-8.3,-0.6,-4.7,0.3,0.3,i
O=C(CCC1COc2ccccc2O1)Nc1ncccc1O (configuration not stated),2.9,-2.7,0.0,-4.8,3.7,-7.0,0.9,-4.8,i
COc1ccc(OC)c(C2C(C#N)=C(N)N(N(C)C)C3=C2C(=O)CCC3)c1 (configuration not stated),0.0,-0.8,0.7,-7.3,2.3,-11.8,1.3,-1.2,i
Cc1cccc(OCC(=O)O/N=C(\N)Cc2ccc([N+](=O)[O-])cc2)c1,5.2,15.0,-3.2,-5.3,-0.8,-5.9,0.9,-2.2,i
Cc1cc(C(=O)Nc2cccnc2)cs1,-1.2,-6.3,0.4,-7.1,-6.4,-0.5,-1.2,-4.5,i
CCOC(=O)N1CC=C2C(C#N)=C(N)C(C#N)(C#N)[C@H](c3ccc(OCC)c(OCC)c3)[C@H]2C1,1.9,2.1,1.7,-1.2,-21.1,-10.8,0.8,-2.6,i
Cc1cccc(NC(=O)N2CCN(Cc3ccc4c(c3)OCO4)CC2)c1C,3.0,-10.3,-1.8,-1.2,1.9,0.1,-1.4,-4.9,i
S=c1nc[nH]c2c1ncn2C1CCCC1,5.3,-7.7,1.9,-8.4,1.6,37.8,0.8,5.3,i
COc1ccc2c(Cl)c(C(=O)NCCCn3ccnc3)sc2c1Cl,18.4,-16.6,-4.6,2.4,11.1,16.4,0.5,-0.6,i
CC(C)(C)OC(=O)[C@H](Cc1ccccc1)NC(=O)c1nc[nH]c1C(=O)N1CCc2ccccc2C1,-1.0,16.1,4.3,9.7,-1.3,-10.7,3.4,-3.2,i
CCOCC(=O)Nc1c(C(=O)OCC)oc2ccccc12,6.3,-1.2,-3.0,2.1,-3.1,-1.1,-1.2,-2.8,i
CCOC(=O)C1CCCN(C(=O)c2cc(S(=O)(=O)Nc3ccccc3OC)ccc2C)C1 (configuration not stated),-1.2,-3.2,-0.4,-2.0,-2.0,-2.0,-0.3,-2.3,i
Cn1c(SCC(=O)Nc2ccc3c(c2)OCO3)nnc1-c1cnccn1,-1.4,-4.2,2.8,-8.6,15.0,2.6,-0.7,0.0,i
Cc1cc(N(CCO)CCO)nc(-n2nc(C)cc2C)n1,-1.0,-6.9,-1.4,5.6,1.6,7.5,1.9,-2.8,i
O=C(O)Cc1cn(Cc2cccc(Cl)c2)c2ccccc12,-3.4,-11.2,-3.5,5.3,-0.3,5.8,0.9,-14.1,i
O=C(NCc1ccco1)c1ccc2c(c1)C(=O)c1ccccc1-2,-4.7,-1.3,-5.0,1.8,9.5,13.2,-0.5,-3.8,i
COc1cc(-c2noc(C)c2C(=O)NCCCn2ccnc2)cc(OC)c1OC,-3.2,-4.3,0.4,-4.3,-1.1,-3.6,-0.5,-5.9,i
CCOC(=O)c1ccc(NC(=O)CSc2ccc(-c3ccncc3)nn2)cc1,0.5,-1.2,-0.7,0.3,0.0,-3.8,-1.8,-1.9,i
COCOc1cccc(CN2CCC(C)(Oc3ccc(SC)cc3)C2)c1 (configuration not stated),-1.6,6.3,1.3,-5.5,4.4,-7.3,-0.9,-4.8,i

# Next part.
SMILES,CSN inh,FAS-TE inh,Rin1-Abl PPI inh,E coli Lon inh,MT1-MMP act inh,PABP1 MLLE inh,MsrA inhibitor,MsrA act,Rpn11 inh
COc1cc(/C=C/C(=O)NC(C)C)ccc1OCc1ccccc1,1.4,-1.5,0.5,-1.8,-4.1,14.7,0.3,-2.4,i
O=[N+]([O-])c1cc(S(=O)(=O)N2CCCCCC2)ccc1Cl,1.2,15.2,2.2,-1.1,-3.1,0.3,1.1,-0.1,i
CC1CN(S(=O)(=O)c2ccc(C(=O)Nc3nnc(-c4ccc5c(c4)CCCC5)o3)cc2)CC(C)O1 (configuration not stated),3.9,3.7,-2.4,-5.9,-7.9,11.5,-1.5,-0.3,i
CC(=O)c1ccccc1OCCn1nnc(-c2ccc(C)cc2)n1,-3.3,22.5,2.1,-10.9,6.5,-3.9,1.5,-3.5,i
CCOC(=O)c1c(C)nc2sc3c(=O)[nH]cnc3c2c1-c1ccc(OC)cc1,9.6,-5.5,-65.0,1.4,-11.0,-3.3,0.2,-2.3,i
N=C1/C(=C\c2ccc(OC(=O)c3ccc(F)cc3)cc2)C(=O)N=C2SC(N3CCCC3)=NN12,-3.8,-3.6,0.7,-5.8,1.9,4.3,0.8,2.0,i
COc1cc(/C=C2\SC(=O)N(c3ccc(Cl)cc3)C2=O)cc([N+](=O)[O-])c1O,-4.1,25.2,-2.6,-1.2,20.7,-4.2,7.1*,-5.2,i
Cc1csc(NC(=O)c2cnc3ccccc3n2)n1,2.0,-3.3,-2.6,-4.2,-1.6,9.3,1.4,-3.2,i
Clc1ccccc1CNc1ncnc2nc[nH]c12,5.0,-13.1,1.6,-11.1,-1.7,7.2,0.8,-3.4,i
C=C[C@@H]1c2cc(C)ccc2N(S(=O)(=O)c2ccc(C)cc2)[C@H](c2ccccc2)C1(C#N)S(=O)(=O)c1ccccc1 (some centres not stated),-2.7,35.1,-1.0,7.2,4.1,-17.6,-1.1,-2.1,i
CN(C(=O)/C=C/c1cnc2ccccc2c1)C1CCCCC1,3.9,-1.0,-0.1,-12.1,-0.1,1.7,0.7,-5.2,i
CN1OC[C@@H]2CN(Cc3ccccc3)[C@H](c3cccc(Oc4ccccc4)c3)C[C@@H]21,0.1,24.6,-1.0,-4.5,-1.0,-11.6,0.6,-1.2,i
CC1CCN(C(=O)CCc2nnc(-c3ccccc3)o2)CC1,-3.5,-4.5,-2.6,-2.3,-0.5,3.8,0.9,-5.0,i
COc1ccccc1/C=C/C(=O)OCc1nc2ccccc2c(=O)[nH]1,3.2,-4.5,1.5,-3.4,-0.9,3.3,-1.4,-6.5,i
Cc1cccc(C(=O)Oc2coc(CSc3nnc(NC(=O)C4CC4)s3)cc2=O)c1,-17.0,3.7,-2.3,-1.8,6.9,13.8,-0.4,-1.4,i
Cc1cccc(-n2cnc(C(=O)Nc3cccnc3)c2)n1,-0.8,-2.5,-3.2,10.3,-3.4,3.6,1.0,-1.8,i
CC(C)CN1C(=O)c2ccc(C(=O)Nc3ccncc3)cc2C1=O,0.8,-7.6,4.3,0.8,6.4,7.7,0.7,-7.7,i
O=C(Nc1ccccc1-c1nnc(SCc2ccccc2)o1)c1ccccc1,-1.6,27.2,-67.4,4.8,-2.2,-35.7,0.3,-0.9,i
O=C(NCc1ccco1)c1ccc2c(c1)CCO2,0.8,-8.8,-1.6,2.8,3.0,11.5,-0.3,-5.0,i
COc1ccc2ncccc2c1Cc1c(OC)ccc2ncccc12,2.9,-3.4,-2.9,-4.0,1.9,4.9,0.6,-1.3,i
CC1CCCN(CCCNS(=O)(=O)c2cc(Br)cc3c2N(C(=O)C2CC2)CC3)C1 (configuration not stated),3.9,-1.6,1.6,-1.2,-0.6,-9.7,-0.3,-0.2,i
Cc1nc2c3cc(F)ccc3n(CCN3CCCCC3)c2s1,-0.2,2.2,5.4,0.2,0.6,5.7,0.6,-4.4,i
CNC(=O)COC(=O)c1cc2c(s1)CCCC2,-9.4,-7.3,-1.3,-0.8,2.4,-2.1,-0.2,-2.7,i
CCN(Cc1ccccc1)S(=O)(=O)c1ccc2oc(C(=O)O)c(C)c2c1,-1.6,-9.1,5.1,-1.0,6.1,1.4,1.8,-3.6,i
CCOC(=O)C1(Cc2ccccc2C(F)(F)F)CCN(C(=O)c2cc(C)n(C)n2)CC1,3.8,-5.7,-0.7,0.1,-0.1,8.1,-0.2,-1.9,i

# Of the compounds above, 4 contain a nitro group on carbon:
SMILES,CSN inh,FAS-TE inh,Rin1-Abl PPI inh,E coli Lon inh,MT1-MMP act inh,PABP1 MLLE inh,MsrA inhibitor,MsrA act,Rpn11 inh
Cc1nn(CC(=O)Nc2ccncc2)c(C)c1[N+](=O)[O-],1.4,-9.1,-1.1,-8.3,-0.6,-4.7,0.3,0.3,i
Cc1cccc(OCC(=O)O/N=C(\N)Cc2ccc([N+](=O)[O-])cc2)c1,5.2,15.0,-3.2,-5.3,-0.8,-5.9,0.9,-2.2,i
O=[N+]([O-])c1cc(S(=O)(=O)N2CCCCCC2)ccc1Cl,1.2,15.2,2.2,-1.1,-3.1,0.3,1.1,-0.1,i
COc1cc(/C=C2\SC(=O)N(c3ccc(Cl)cc3)C2=O)cc([N+](=O)[O-])c1O,-4.1,25.2,-2.6,-1.2,20.7,-4.2,7.1*,-5.2,i

# Additional entries follow.
SMILES,CSN inh,FAS-TE inh,Rin1-Abl PPI inh,E coli Lon inh,MT1-MMP act inh,PABP1 MLLE inh,MsrA inhibitor,MsrA act,Rpn11 inh
COCCN(Cc1ccc(OC)cc1)c1c(C)nc2ccc(C(=O)NCCc3c[nH]c4ccccc34)cn12,1.0,5.8,2.7,-0.3,-3.1,1.4,1.6,-11.6,i
COc1cccc(-c2cc(C(=O)Nc3nc4ccccc4s3)c3ccccc3n2)c1,-3.9,26.7,-0.4,6.2,-18.3,16.6,2.6,-2.8,i
Cc1ccc(CSc2ncnc3ccccc23)cc1,3.0,13.2,-0.9,-0.5,-6.0,-11.8,0.9,-8.6,i
O=c1oc2ccccc2cc1-c1csc(Cc2nc(-c3ccc(Cl)cc3)cs2)n1,1.6,26.4,1.3,5.7,-2.3,1.5,1.5,0.0,i
CCN1C(=O)N(c2ccc(C(C)=O)cc2)S(=O)(=O)c2ccccc21,-2.1,-3.2,-2.4,10.3,5.6,-14.1,-0.6,-0.3,i
CC1C(=O)C(C)C(c2ccc(O)cc2)NC1c1ccc(O)cc1 (configuration not stated),-2.6,-2.3,1.8,-1.8,-2.1,6.2,0.0,-1.7,i
C#CCOCCOCCOCCNc1nc(N2CCN(C(=O)[C@H](CCC(=O)O)n3cc([C@@H](N)CCCCN)nn3)CC2)nc(N2CCN(C(=O)[C@H](CCCCN)n3cc([C@@H](N)CC(N)=O)nn3)CC2)n1,-4.4,-13.9,-1.8,0.7,2.1,-13.5,1.9,-0.3,i
c1ccc(-c2nnc(-c3ccccn3)nc2NC2CCCCC2)cc1,-2.8,-45.1,-12.4,-14.1,3.7,-6.0,1.2,-5.7,i
